# H1N1 NS1A inhibition: NS1A inhibition, H1N1 influenza, cell based functional assay (AID 504329); NS1A functional cell-based assay, percent inhibition; higher % means a stronger effect; one-dose inhibition, % at 12.5 µM; IC50 in µM for titrated hits; 340,000 tested, 0.3% active; in the data active = a potency from the dose series; inconclusive = inhibition above about 27% without an active follow-up result; note: strong numbers were not always called active
# inhibitors of VEEV: inhibitors of VEEV TC-83 cytopathic effect, confirmation, Vero cells (AID 588727) | Vero cells, VEEV TC-83 cytopathic effect inhibition; higher % means a stronger effect | inhibition, % at 20 µM; hits with a dose series show IC50 in µM | 350,000 tested, 0.13% active; in the data active = a potency from the dose series; inconclusive = inhibition mostly from about 14% at the one dose, without a potency; inactive = the rest, 99 in 100 with inhibition below about 12%; note: strong numbers were not always called active
# Salmonella PhoP GFP: PhoP regulon inhibitors, Salmonella typhi PhoP promoter GFP reporter, confirmatory (AID 1850); Salmonella Typhi PhoP-promoter GFP reporter, fluorescence, 4 h; higher % means a stronger effect; inhibition, % at 50 µM; hits with a dose series show IC50 in µM; 310,000 tested, 0.33% active; in the data active = a potency from the dose series; inconclusive = inhibition mostly from about 25% at the one dose, without a potency; inactive = the rest, 99 in 100 with inhibition below about 19%;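 note: 0% = induced wells with vehicle and 100% = uninduced wells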
# H37Rv inhibition: M. tuberculosis growth inhibition, HTS (AID 449762); 330,000 tested, 0.59% active; M. tuberculosis H37Rv growth inhibition, 7H9 media; higher % means a stronger effect; one-dose inhibition, % at 25 µM; IC50 in µM for titrated hits; in the data active = a potency from the dose series; inconclusive = inhibition above about 70% without an active follow-up result;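 note: bacterial growth assessed after seven days of incubation; strong numbers were not always called active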
# M. tuberculosis: growth inhibition of non-replicating M. tuberculosis (AID 488890); Mycobacterium tuberculosis non-replicating, growth inhibition; higher % means a stronger effect; inhibition, % at 25 µM, or IC50 in µM where a hit was titrated; 320,000 tested, 0.39% active; in the data active = a potency from the dose series; inconclusive = inhibition mostly from about 82% at the one dose, without a potency; inactive = the rest, 99 in 100 with inhibition below about 76%;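 note: plate controls were DMSO cells for no effect and high antibiotic wells for full effect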
# inhibitors of VEEV 10K pilot screen: recorded beside inhibitors of VEEV, whose call it bears; inhibition, %; measured here: 10K pilot screen inhibition
# * = called active by the depositor; i = inactive; u = inconclusive; x = not tested or not shown.
SMILES,H1N1 NS1A inhibition,inhibitors of VEEV,Salmonella PhoP GFP,H37Rv inhibition,M. tuberculosis,others
Cc1cc(C)n2nc(SCc3cc(=O)oc4ccc5ccccc5c34)nc2n1,1%,0.4%,7%,-3%,4%,
COc1ccc(CC(=O)Nc2ccc3c(c2)CCC3)cc1OC,-2%,1.7%,4%,-4%,18%,
O=C(CCCCCn1c(=O)[nH]c2ccsc2c1=O)NCc1ccc2c(c1)OCO2,-3%,8.7%,-2%,-2%,-13%,
CC1C(C#N)=C(SCC(N)=O)NC2=C1C(=O)CC(C)(C)C2 (stereo not drawn),-3%,5.7%,3%,0%,-3%,
CC(C)NCCOCCOc1ccccc1F,-5%,0.2%,-20%,9%,-14%,
CC(=O)Nc1ccc(NC(=O)c2cc(-c3cc(C)cc(C)c3O)n[nH]2)cc1,-17%,5.4%,-20%,10%,-19%,
CCOc1cc(C2C(C#N)=C(N)Oc3c2c(=O)oc2ccccc32)ccc1OC(=O)c1cccs1 (stereo not drawn),-3%,i,-7%,1%,9%,
Cc1cccc(N2CCN(S(=O)(=O)c3ccc(-c4coc(C)n4)cc3)CC2C)c1 (stereo not drawn),-1%,4.1%,-13%,-9%,19%,
CCCCn1c(SCC(=O)Nc2nc(C)cs2)nnc1-c1cccnc1,-7%,2.5%,x,x,x,
CC(=O)Nc1ccc(S(=O)(=O)Nc2ccc3c(c2)OCO3)cc1,-10%,i,1%,-11%,-1%,
CC1CCc2c(sc3nc(CSc4n[nH]c(N)n4)[nH]c(=O)c23)C1 (stereo not drawn),-2%,2.7%,-1%,u,53%,
O=C(Nc1nnc(-c2ccccc2)o1)c1ccc(Cl)cc1,-21%,u,9%,u,u,

# No new results follow: entries from further up.
SMILES,H1N1 NS1A inhibition,inhibitors of VEEV,Salmonella PhoP GFP,H37Rv inhibition,M. tuberculosis,others
CCOc1cc(C2C(C#N)=C(N)Oc3c2c(=O)oc2ccccc32)ccc1OC(=O)c1cccs1 (stereo not drawn),-3%,i,-7%,1%,9%,
Cc1cccc(N2CCN(S(=O)(=O)c3ccc(-c4coc(C)n4)cc3)CC2C)c1 (stereo not drawn),-1%,4.1%,-13%,-9%,19%,

# More structures:
SMILES,H1N1 NS1A inhibition,inhibitors of VEEV,Salmonella PhoP GFP,H37Rv inhibition,M. tuberculosis,others
CC1CCc2[nH]c3ccc(C(=O)N4CCCC(C(F)(F)F)C4)cc3c2C1 (stereo not drawn),7%,1.6%,-3%,18%,10%,
CCSc1nc2nccnc2c(=O)[nH]1,-15%,3.0%,x,x,x,
CC(Sc1nnc(-c2cc3ccccc3o2)n1-c1ccccc1)C(=O)O (stereo not drawn),-29%,1.4%,2%,-16%,9%,
C1CNC2NCCNC2N1 (stereo not drawn),-6%,0.8%,x,x,x,
COc1ccc(C(=O)COC(=O)c2cc(S(=O)(=O)N3CCCCC3)ccc2N2CCOCC2)c(OC)c1,-12%,2.0%,-3%,-7%,12%,
CCCn1c(N)c(N2CCCCC2)c(=O)n(CC(=O)Nc2ccc(C(C)=O)cc2)c1=O,-5%,4.2%,x,2%,-8%,
c1cc(SSc2ccncc2)ccn1,-22%,0.9%,-9%,5%,u,
Brc1ccc2[nH]cc(C=NN3CCCCCC3)c2c1,11%,1.1%,x,x,x,
Cc1ccc(CSCC(=O)NCc2ccc3c(c2)OCO3)cc1,-2%,0.3%,11%,0%,38%,
Clc1ccc(-c2nnc(COc3ncnc4sccc34)o2)cc1,-8%,1.3%,-11%,9%,6%,
O=C(/C=C/c1cn(CC(O)CN2CCCCCC2)c2ccccc12)c1cccs1 (stereo not drawn),-6%,u,-8%,u,u,
CCCCC(C)C(OC(=O)CC(CC(=O)O)C(=O)O)C(CC(C)CC(O)CCCCC(O)CC(O)C(C)N)OC(=O)CC(CC(=O)O)C(=O)O (stereo not drawn),5%,i,5%,0%,0%,
COc1ccc(C(=O)COC(=O)c2n[nH]c3ccccc23)c(OC)c1,-10%,11%,x,x,x,
C[n+]1ccccc1/C=C/c1c(F)cccc1F,-5%,i,-1%,-3%,19%,
O=C(C1=C[C@@H](c2csc3ccccc23)C[C@@H](OCCCCO)O1)N1CCN(Cc2ccc3c(c2)OCO3)CC1,0%,0.4%,8%,28µM*,16%,
COc1ccc(C)cc1NC(=O)NCc1ccco1,-15%,1.7%,6%,-4%,21%,
Cc1ccc(S(=O)(=O)N2CCC(=O)CC2c2ccccc2)cc1 (stereo not drawn),-1%,3.9%,x,x,x,
COc1ccc(NC(=O)c2cc(S(=O)(=O)N3CCOCC3)ccc2C)cc1S(=O)(=O)N1CCCCC1,-10%,8.0%,x,x,x,
COc1ccc(S(=O)(=O)N2CCOCC2)cc1NC(=O)COc1ncnc2ccccc12,7%,0.9%,-3%,-3%,-12%,
Cc1cc(C)n(-c2ccc(C(F)(F)F)cc2[N+](=O)[O-])n1,3%,1.5%,1%,-10%,-2%,inhibitors of VEEV 10K pilot screen=0.4
O=C(NNC(=O)c1ccccc1[N+](=O)[O-])c1cccs1,-10%,i,4%,-11%,-7%,
CN(C)CCCN1C(=O)c2cccc3c([N+](=O)[O-])ccc(c23)C1=O,-3%,i,-90%,37%,u,
COc1ccc(N(CC(=O)NC2CCCC2)C(=O)c2ccc(C)s2)c(OC)c1,11%,i,-1%,5%,20%,
COCCNC(=S)c1ccc(OC)cc1,0%,2.0%,-2%,4%,25%,

# Part of the list above in order of count of non-hydrogen atoms, highest first:
SMILES,H1N1 NS1A inhibition,inhibitors of VEEV,Salmonella PhoP GFP,H37Rv inhibition,M. tuberculosis,others
O=C(C1=C[C@@H](c2csc3ccccc23)C[C@@H](OCCCCO)O1)N1CCN(Cc2ccc3c(c2)OCO3)CC1,0%,0.4%,8%,28µM*,16%,
COc1ccc(C(=O)COC(=O)c2n[nH]c3ccccc23)c(OC)c1,-10%,11%,x,x,x,
CN(C)CCCN1C(=O)c2cccc3c([N+](=O)[O-])ccc(c23)C1=O,-3%,i,-90%,37%,u,
Cc1ccc(S(=O)(=O)N2CCC(=O)CC2c2ccccc2)cc1 (stereo not drawn),-1%,3.9%,x,x,x,
Cc1cc(C)n(-c2ccc(C(F)(F)F)cc2[N+](=O)[O-])n1,3%,1.5%,1%,-10%,-2%,inhibitors of VEEV 10K pilot screen=0.4

# Grouped by structure: the compounds so far containing a furan ring, fused or not
SMILES,H1N1 NS1A inhibition,inhibitors of VEEV,Salmonella PhoP GFP,H37Rv inhibition,M. tuberculosis,others
CC(Sc1nnc(-c2cc3ccccc3o2)n1-c1ccccc1)C(=O)O (stereo not drawn),-29%,1.4%,2%,-16%,9%,
COc1ccc(C)cc1NC(=O)NCc1ccco1,-15%,1.7%,6%,-4%,21%,

# Following part:
SMILES,H1N1 NS1A inhibition,inhibitors of VEEV,Salmonella PhoP GFP,H37Rv inhibition,M. tuberculosis,others
COc1cc(/C=C(\C#N)C(=O)Nc2ccc(SC(F)F)cc2)cc(OC)c1OC,0%,3.6%,-3%,-3%,12%,
O=C(NCCNc1ccccc1[N+](=O)[O-])c1ccccc1F,-3%,0.3%,-2%,9%,5%,
Cc1cccc2sc(NC(=O)CSc3nc4ccccc4o3)nc12,-2%,3.0%,4%,-5%,11%,
Cc1[nH]c2ccccc2c1N=Nc1cc(C(=O)O)cc(C(=O)O)c1,0%,1.3%,21%,0%,-7%,
COCCNC(=O)c1cc(C)ccc1C,-4%,1.8%,-2%,-2%,-12%,
COC(=O)c1cccc(OCC(O)Cn2ccnc2)c1 (stereo not drawn),-18%,i,-5%,3%,5%,
COc1cc(/C=N/NC(=O)c2ccc(NC(=O)C3CCCCC3)cc2)ccc1O,-8%,u,-6%,5%,12%,
CCOc1ccc(-c2nnc(-c3ccc(OC)cc3)o2)cc1,4%,2.4%,1%,17%,x,
CCOc1ccc(CC(=NCCc2ccccc2)C2=C(O)CC(C)(C)CC2=O)cc1OCC,0%,5.0%,-8%,5%,25%,
CCCN(CCC)c1nc(NC2CCN(C(=O)OCC)CC2)nc(OC)n1,-18%,6.0%,13%,2%,23%,
COc1cccc(C2CC(=O)Nc3c2c(=O)[nH]c2ncnn32)c1 (stereo not drawn),0%,1.1%,-11%,0%,-2%,
COCCn1c(SCC(=O)Nc2ccccc2F)nnc1-c1ccoc1C,0%,2.0%,4%,0%,-12%,
Cc1cc(C)cc(OCC(=O)N2N=C(C(F)(F)F)CC2(O)C(C)(C)C)c1 (stereo not drawn),-3%,3.1%,5%,2%,29%,
CCOC(=O)/C(C#N)=C\c1cc(OC)c(OC)cc1[N+](=O)[O-],1%,0.4%,15%,3%,-11%,
COc1ccc(OC)c(C2NC(=O)NC(C)=C2C(=O)OCc2ccccc2)c1 (stereo not drawn),3%,1.6%,4%,-2%,-4%,
CC(=O)c1cccc(S(=O)(=O)NCC(c2ccco2)N2CCCCC2)c1 (stereo not drawn),-6%,3.2%,1%,4%,11%,
COc1ccccc1NC(=O)CNC(c1ccccc1)c1ccccc1,2%,2.5%,9%,4%,7%,
CC(C)Oc1ccc(CCN=C(N)N=C(N)N)cc1Cl,2%,0.2%,-1%,0%,67%,
CCCC(=O)O[C@]1(C(=O)CO)CC[C@H]2[C@@H]3CCC4=CC(=O)CC[C@]4(C)[C@H]3[C@@H](O)C[C@@]21C,0%,0.6%,-3%,-8%,-5%,
Cc1ccc(S(=O)(=O)N2CCCC(C(=O)NC3CCCC3)C2)cc1 (stereo not drawn),-4%,0.4%,-3%,2%,0%,
O=C1c2ccccc2C(=O)N1/N=C/c1ccc(Oc2ccc([N+](=O)[O-])cn2)cc1,3%,0.2%,9%,-3%,4%,
CC(=O)c1ccc(N=C2C(=O)Nc3ccccc32)cc1,4%,0.2%,0%,4%,3%,
Cc1cccc(C(=O)N2CCC(=O)N(C(COCc3ccc(Cl)cc3)Cc3ccccc3)CC2)c1 (stereo not drawn),-11%,6.5%,-8%,9%,28%,
CCOc1cc(C(=O)Nc2ccc(S(=O)(=O)NC3=NCCCCC3)cc2)cc(OCC)c1OCC,9%,i,-11%,-4%,12%,

# Continued, starting with the last three of the part before.
SMILES,H1N1 NS1A inhibition,inhibitors of VEEV,Salmonella PhoP GFP,H37Rv inhibition,M. tuberculosis,others
CC(=O)c1ccc(N=C2C(=O)Nc3ccccc32)cc1,4%,0.2%,0%,4%,3%,
Cc1cccc(C(=O)N2CCC(=O)N(C(COCc3ccc(Cl)cc3)Cc3ccccc3)CC2)c1 (stereo not drawn),-11%,6.5%,-8%,9%,28%,
CCOc1cc(C(=O)Nc2ccc(S(=O)(=O)NC3=NCCCCC3)cc2)cc(OCC)c1OCC,9%,i,-11%,-4%,12%,
COc1ccccc1NC1=NC(C)(C)N=C(N)N1,6%,1.6%,5%,4%,8%,
CC1CN(c2ccccc2)NC1=O (stereo not drawn),-3%,0.5%,5%,4%,2%,
COc1cccc(N2CCN(C(=O)Nc3ccccc3Cl)CC2)c1,9%,i,-7%,-3%,36%,inhibitors of VEEV 10K pilot screen=0.3
CCOC(=O)N1CCN(C(=O)c2ccc(N3C(=O)CCC3=O)cc2)CC1,-4%,2.9%,-5%,-18%,-6%,
COc1ccccc1CC(=O)c1ccccc1OC,-8%,1.9%,x,x,x,
CC1CC(C)CN(S(=O)(=O)N2CCCC(C(=O)NC(C)c3ccccc3)C2)C1 (stereo not drawn),1%,4.1%,-3%,2%,10%,
O=C(NNC(=O)C12CC3CC(CC(O)(C3)C1)C2)c1ccccc1O,14%,1.8%,0%,-11%,-3%,
COc1ccccc1CCC(=O)N(C)CC(=O)Nc1ccc(F)cc1,7%,1.2%,-12%,-1%,2%,
Cc1cc(C)n(C(=O)CNC(=O)c2ccc(C(C)(C)C)cc2)n1,0%,2.8%,2%,4%,10%,
COc1ccc(-c2coc3cc(O)c(OC)cc3c2=O)cc1,-5%,0.9%,x,-7%,-6%,
CC(=O)NC(Nc1nc2c(s1)CCCC2)(C(F)(F)F)C(F)(F)F,-9%,5.0%,13%,10%,-11%,
COc1ccc(C(=O)C2CCCN(Cc3sc(N4CCCC4)nc3Cl)C2)c(OC)c1 (stereo not drawn),-6%,5.2%,3%,3%,11%,
COc1ccc(C2(C(=O)Nc3ccc(C)cc3)CCOCC2)cc1,-12%,3.9%,12%,1%,4%,
O=C(Nc1nc(-c2cccnc2)cs1)c1ccccc1F,-5%,0.1%,7%,-3%,-22%,
Cc1ccc2nc(SCC(=O)Nc3cccc4ccccc34)nc(=O)n2c1,13%,9.3%,-4%,0%,5%,
Cc1nnc(N(Cc2ccco2)C(=O)c2ccc(C#N)cc2)s1,-5%,0.4%,4%,-1%,3%,

# Source: PubChem BioAssay (Southern Research Specialized Biocontainment Screening Center)
